Assay outcomes (PubChem)
RAM inhibit: inhibitors of the yeast RAM network | S. cerevisiae dse1pr::URA3 reporter, 5-FOA growth OD615, 2 d; analog-sensitive cbk1-as2 kinase mutant strain | inhibition, % at 50 µM | 190,000 compounds, 1.8% hits;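 active = inhibition above a set limit, 3 SD over mean compound inhibition, cut at about 8.4% in these data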;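 also: 0% = DMSO-only wells with no growth and 100% = 10 µM 1-NA-PP1 full growth; inhibition rescues growth on 5-FOA so higher OD means more RAM inhibition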
S1P3 antag: antagonists of human S1P3 receptor. Q99500. CHO S1P3 NFAT-BLA reporter, FRET fluorescence, antagonist mode. inhibition, % at 4.98 µM. 170,000 compounds, 0.27% hits. AID 485;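 active = inhibition above the plate cutoff, the mean inhibition of test wells on that plate plus 3 SD, cut at about 28% in these data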;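 also: cells challenged with S1P at its EC80 of 0.8 µM; blue over green emission ratio from cleaved BLA substrate after 4 h stimulation; 0% = S1P-stimulated wells and 100% = unstimulated DMSO-only wells; some compounds past the cut are filed as inactive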
PPARg SRC1 recr: agonists of human PPARgamma SRC-1 coactivator recruitment | P37231 | PPARgamma-SRC-1 coactivator recruitment biochemical assay | activation, % at 8 µM | 200,000 compounds, 0.41% hits; in the data active = activation above about 19%;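 also: 0% = DMSO and 100% = reference agonist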
Target sequence (P37231 whole entry, looked up): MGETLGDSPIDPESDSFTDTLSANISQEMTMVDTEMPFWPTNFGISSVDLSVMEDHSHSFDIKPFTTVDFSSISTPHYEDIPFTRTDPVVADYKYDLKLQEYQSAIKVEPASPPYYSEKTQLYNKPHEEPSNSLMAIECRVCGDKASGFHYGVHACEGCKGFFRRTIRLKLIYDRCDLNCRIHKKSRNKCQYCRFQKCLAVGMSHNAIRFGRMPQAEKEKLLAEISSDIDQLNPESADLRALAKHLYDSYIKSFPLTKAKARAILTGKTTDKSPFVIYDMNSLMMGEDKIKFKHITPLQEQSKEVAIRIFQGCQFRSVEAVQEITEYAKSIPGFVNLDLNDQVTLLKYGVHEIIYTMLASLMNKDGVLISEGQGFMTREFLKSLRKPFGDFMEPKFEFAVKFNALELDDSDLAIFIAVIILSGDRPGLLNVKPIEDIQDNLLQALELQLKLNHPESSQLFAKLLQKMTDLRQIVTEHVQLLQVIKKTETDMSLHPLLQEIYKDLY
TR-FRET SRC-2 ct: TR-FRET artefact, counter-screen to PPARgamma/SRC-2 agonist assay; TR-FRET ratio at 8 µM; active compounds read high; AID 1049; 200,000 compounds, 0.4% hits; in the data active = TR-FRET ratio above about 2000; also: inactives centre near 1500; reference of the scale not given here
HMGR II inh: E. faecalis class II HMG-CoA reductase inhibition. purified E. faecalis HMGR, NADPH absorbance 340 nm kinetic. inhibition, % at 10 µM. 190,000 compounds, 0.41% hits. AID 1066;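 active = inhibition above a set limit, the median over all tested compounds plus 3 SD, cut at about 9.5% in these data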;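 also: enzyme runs in reverse so mevalonate oxidation gives rising NADPH absorbance; 0% = complete reaction with DMSO and 100% = background rate lacking mevalonate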
PPARg SRC-2 ag: promotes SRC-2 coactivator recruitment by human PPARgamma | P37231 | activation, % at 8 µM | PPARgamma LBD-SRC-2 recruitment, biochemical | 200,000 compounds, 0.34% hits; in the data active = activation above about 22%;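 also: 0% = vehicle and 100% = reference agonist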
Redox H2O2 prof: compounds producing H2O2 with reducing agent – biochemical, NIH compound library profiling, artefact control for MLSCN library redox annotation, primary screen | DTT-dependent redox cycling H2O2, phenol red/HRP absorbance; 100% = 100 µM peroxide control, 0% = buffer | activation, % at 10 µM | 200,000 compounds, 0.03% hits | AID 878;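 active = activation of at least 50% relative to the plate's high and low controls in the primary single-dose screen; inactive = activation below 50%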;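 also: compound incubated with DTT at 0.8 mM final as the reducing agent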
L major viab: Leishmania major promastigote growth inhibition | AID 1063 | 200,000 compounds, 9% hits | Leishmania major promastigotes, resazurin fluorescence viability | inhibition, % at 10 µM; in the data active = inhibition above about 50%;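 also: promastigotes grown with compound for 44 hours at 28 °C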
ROMK primary: human ROMK K+ channel modulation, primary screen; Tet-inducible ROMK, thallium flux fluorescence; actives lie on both sides; 130,000 compounds, 2% hits; P48048; AID 1918; B-score at 10 µM;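 active = signal ratio slope over the read window, or its plate-corrected B-score, at least 3 SD from the plate mean, either direction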;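 also: B-score of the F/F0 ratio slope over 7 to 12 s after thallium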
Target sequence (P48048 whole entry, looked up): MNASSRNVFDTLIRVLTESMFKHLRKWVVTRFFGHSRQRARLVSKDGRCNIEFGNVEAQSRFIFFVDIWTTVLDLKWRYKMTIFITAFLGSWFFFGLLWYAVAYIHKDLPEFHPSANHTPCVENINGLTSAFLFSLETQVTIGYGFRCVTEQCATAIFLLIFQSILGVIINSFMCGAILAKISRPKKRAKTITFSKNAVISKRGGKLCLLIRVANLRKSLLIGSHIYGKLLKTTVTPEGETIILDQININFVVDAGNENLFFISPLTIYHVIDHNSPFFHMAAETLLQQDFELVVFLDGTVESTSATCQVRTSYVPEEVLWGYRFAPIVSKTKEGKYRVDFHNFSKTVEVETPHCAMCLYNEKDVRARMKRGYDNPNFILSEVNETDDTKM
PPARg SRC3 recr: agonists of human PPARgamma SRC-3 coactivator recruitment. activation, % at 8 µM. P37231. 200,000 compounds, 0.26% hits. biochemical PPARgamma/SRC-3 coactivator recruitment assay. AID 731; in the data active = activation above about 23%;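 also: 0% = DMSO and 100% = reference agonist; some compounds past the cut are filed as inactive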
bIAP inh: blocks bovine intestinal alkaline phosphatase activity. AID 1019. purified bovine IAP, CDP-star luminescence, 30 min. inhibition, % at 20 µM. 190,000 tested, under 10 active;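 active = over 50% inhibition of intestinal alkaline phosphatase at 20 µM in the single-dose screen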
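Assay system – bovine IAP enzyme · Quantity – bovine IAP at 1/65,000,000 final dilution · Detection – CDP-star luminescence signal · Times – 30 min reaction at room temperature · Also added – CDP-star substrate at 30 µM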
* = called active by the depositor; . = no result given.

SMILES	PPARg SRC3 recr	ROMK primary	PPARg SRC-2 ag	TR-FRET SRC-2 ct	HMGR II inh	RAM inhibit	Redox H2O2 prof	L major viab	bIAP inh	S1P3 antag	PPARg SRC1 recr
COc1cccc2cc(C(=O)N3CCN(C45CC6CC(CC(C6)C4)C5)CC3)c(=O)oc12	-3	.	-1	1378	-3	2.8	3.0	-2	-6	-23	1
c1ccc(-c2nnc3sc(-c4csc5c4CCCC5)nn23)cc1	-4	1	1	1498	-6	3.0	-5.2	13	-5	18	3
N#CC(C#N)=C1CCc2ccccc2N1	3	0.0049	8	1432	-1	-0.4	0.2	-2	-6	.	8
O=C(COC(=O)Cc1ccc(-c2ccccc2)cc1)NCc1ccc(F)cc1	0	0.069	-1	1412	-6	2.9	-0.2	-4	-38	7	-4
OC1CCN(c2ncnc3c2nnn3Cc2c(F)cccc2Cl)CC1	-5	-0.81	-5	1217	-5	1.4	0.9	-10	-10	4	-10
Clc1cccc(-c2nnc(SC/C=C/c3ccccc3)n2Cc2ccco2)c1	9	.	0	1548	-3	7.5	-0.3	14	.	.	6
CCc1nn(CC(=O)O)c(=O)c2ccccc12	-3	.	0	1534	-2	1.4	2.6	-11	2	0	3
O=C(CSc1nc2ccccc2c(=O)n1CCCN1CCOCC1)N1CCN(c2ccccc2)CC1	2	1	5	1638	1	2.1	-1.1	23	-21	-24	-2
CNC(=O)c1sccc1SCc1ccc(Cl)cc1Cl	4	0.47	15	1689	2	0.4	-0.1	-4	15	.	-1
O=C(/C=C/c1ccco1)NC(=S)Nc1ccc(O)c(-c2nc3ccccc3s2)c1	0	.	-1	1376	-8	7.4	0.7	-6	0	-21	-4
Cc1ccc2oc3c(c(=O)c2c1)C(c1cccc(Br)c1)N(Cc1ccco1)C3=O (stereo not drawn)	8	0.43	9	1726	-1	3.0	3.5	6	43	2	4
CC(=O)NCc1ccc(-c2nc3ccccc3s2)cc1	1	0.76	2	1688	4	2.9	-0.3	-3	-3	-12	-4
O=C(CCc1ccccc1)NNC(=O)COc1ccccc1	4	0.52	7	1472	3	0.8	-4.5	-13	-22	.	-4
Cc1occc1C(=O)NCc1ccc(C(=O)O)o1	-1	-0.092	9	1584	-1	-1.3	0.5	-7	2	.	2
O=C1CC(C(=O)Nc2cccc(F)c2)n2ncnc2N1 (stereo not drawn)	1	-0.91	2	1781	-11	1.9	-0.9	-1	-4	-3	-2
CN(C(=O)COC(=O)c1ccccc1SCC(=O)NC1CCCCCCC1)C1CCS(=O)(=O)C1 (stereo not drawn)	1	-0.097	-2	1569	4	-0.8	0.0	27	.	-5	-2
CC(=O)N1CCCc2cc(S(=O)(=O)NC(C(=O)NC(C)c3ccccc3)C(C)C)ccc21 (stereo not drawn)	10	.	4	1439	-4	0.5	-0.4	-2	-5	-69	2
CCCN1CNc2c(c(=O)[nH]c(=S)n2-c2ccc(Cl)cc2)C1	0	.	1	1284	-2	0.0	-0.8	0	-21	-9	2
COc1ccccc1NC(=O)CSc1nc2n[nH]c(C)c2c(=N)n1-c1ccccc1Cl	0	.	10	1634	1	2.6	-7.5	65*	6	.	10
CCC(C)N1C(=O)C2C(C(=O)Nc3cccc(OC)c3)C3C=CC2(O3)C1C(=O)NC1CCCCC1C (stereo not drawn)	-8	-1.5	-1	1533	-2	-0.4	4.6	-1	-33	6	1
CC(C)CN(C(=O)COC(=O)c1ccccc1SCC(=O)NC1CCCCCC1)C1CCS(=O)(=O)C1 (stereo not drawn)	0	.	4	1438	-3	3.9	0.1	-4	12	-10	5
Nc1nc(-c2cccs2)c(NC(=O)c2ccccc2)s1	4	.	0	1656	-4	-0.3	1.3	86*	12	-7	5
O=C(Oc1ccc(-c2nc(-c3ccccn3)no2)cc1)c1ccccc1	-3	.	-2	1605	2	1.1	2.8	-3	13	0	3
O=C(NCCCN1CCN(c2ccccc2)CC1)Nc1ccccc1C(F)(F)F	-1	0.89	6	1508	0	-0.1	0.0	-2	-18	.	-1
CC(=O)c1cccc(NC(=O)c2ccc(C)o2)c1	3	-0.3	0	1646	0	0.4	0.6	4	0	4	7
CCc1cc2c(=O)c(-c3nc(C)cs3)coc2cc1OC(C)C(=O)NCCO (stereo not drawn)	3	-0.64	25*	2120*	1	3.4	-0.1	-4	-5	0	138*
Cc1ccc(S(=O)(=O)/C(C#N)=C/c2c(N3CC(C)OC(C)C3)nc3c(C)cccn3c2=O)cc1 (stereo not drawn)	3	-0.91	9	1595	1	2.6	-0.1	97*	6	.	12
CC(=O)c1ccc(NC(=O)CSc2nc(=O)cc(N)n2-c2ccccc2)cc1	-3	0.61	4	1494	4	4.3	0.2	-9	1	-9	5
Cc1cc(NC(=O)c2ccccc2O)nc(C)n1	1	1.7	4	1766	2	1.8	-0.3	-2	-6	8	17
Cc1csc(Nc2ccccc2)[n+]1-c1ccccc1	3	-0.7	-3	1721	-4	-0.1	0.6	20	0	-4	4
Cc1ccc(/C=C/C(=O)O)cc1S(=O)(=O)NC1CCS(=O)(=O)C1 (stereo not drawn)	6	0.38	3	1505	-7	2.3	-1.2	-8	-9	-29	7
O=C(Cn1cnc2c(oc3ccccc32)c1=O)N1CCCC1	5	0.039	10	1545	-1	0.6	0.6	-5	-4	-4	1
Cc1nc2ccccc2c(=O)n1NC(=O)/C=C/c1ccccc1	3	0.98	9	1563	0	0.0	0.1	-4	11	0	4
O=C(NCc1ccncc1)NC12CC3CC(CC(C3)C1)C2	-2	0.12	-2	1432	-2	0.9	9.0	1	-5	-12	0
Fc1ccc(CNc2cnccn2)cc1	4	.	7	1610	0	1.6	-4.1	-7	-3	.	-4
CCOc1cc(N2CCOCC2)c(OCC)cc1NC(=O)CSc1ncccn1	-1	0.37	-3	1570	1	-0.4	-1.6	-4	-21	1	11
CCO[C@H]1OC(C(=O)N2CCN(Cc3ccccc3)CC2)=C[C@@H](c2cn(C(C)=O)c3ccccc23)[C@@H]1CCCO	4	.	6	1651	-3	0.2	-0.2	71*	-1	-12	0
COc1ccc(N=C(NN)c2ccc3ccccc3n2)cc1	-7	.	-11	1334	-5	-0.3	0.0	2	18	21	-4
CC(C)C(=O)NC(c1ccco1)c1ccc2cccnc2c1O (stereo not drawn)	8	.	2	1698	-7	3.3	1.9	100*	-22	-32	0
O=C(CN1C(=O)c2ccccc2S1(=O)=O)Nc1ccc(S(=O)(=O)N2CCCC2)cc1	6	0.2	17	1726	0	0.7	0.0	-8	3	10	6
CN(C(=O)c1ccncc1)c1nnc(-c2ccccn2)s1	13	-0.096	7	1620	-4	-0.4	1.1	-2	5	-10	2
CCc1ccccc1NC(=O)CSc1nnc(-c2ccco2)n1N	-3	.	11	1599	-3	0.8	1.1	-8	21	12	-1
Cc1ccc(-c2nn(C)c(=O)c3ccccc23)cc1S(=O)(=O)NCCN(C)C	4	-0.12	1	1484	-5	0.2	0.1	15	4	9	-1
Cc1ccc(S(C)(=O)=O)cc1S(=O)(=O)Nc1ccccc1	1	1.5	-2	1582	3	2.4	0.0	50*	-5	-5	2
CCc1ccc(N2CCN(C(=O)c3ccc(OC)c(OC)c3)CC2)cc1	1	.	-3	1540	-3	1.3	0.3	18	4	6	4
Cc1ccc(C(=O)c2oc3ccccc3c2NC(=O)c2cc(-c3ccccc3O)n[nH]2)cc1	-4	0.2	-5	1483	-2	4.2	0.0	44	10	-7	-7
CN1CCc2c(c3c(n2C)CCN(C)C3c2ccc(F)cc2)C1c1ccc(F)cc1 (stereo not drawn)	0	.	0	1564	-12	0.0	-0.7	-1	2	.	-2
O=C(NC(=S)Nc1ccccn1)c1cc(-c2ccccc2)nc2ccccc12	2	.	12	1672	-7	2.5	-0.1	10	18	-5	2
CCOC(=O)Cn1c(=NC(=O)CSC(C)=O)sc2cc(OC)ccc21	2	-0.44	9	1521	0	2.5	-0.9	-5	-2	.	11
O=S(=O)(Nc1ncn[nH]1)c1ccc2ccccc2c1	17	-0.12	1	1449	0	2.7	-0.1	-1	-1	22	-1
CCOC(=O)N1CCN(C(=O)c2ccc3c(=O)n(-c4ccccc4F)c(=S)[nH]c3c2)CC1	6	0.62	2	1466	3	1.6	5.3	-5	14	-4	5
CCOC(=O)c1c(NC(=O)CN2CCN(c3ccc(Cl)cc3)CC2)sc(C)c1C	6	1.4	-2	1602	0	4.2	-3.5	3	7	.	3
O=C1NC(=O)C(Nc2cccc3ccccc23)S1 (stereo not drawn)	10	-0.028	2	1481	5	0.0	1.8	-4	2	.	4
Cc1cc(C)c(NC2=NCC(=O)N2C2CCCCC2)c(C)c1	-7	-0.54	-8	1623	5	0.1	1.7	12	-1	16	-6
CC(C)(C)NS(=O)(=O)c1cccc2nsnc12	-7	.	-6	1493	.	.	-1.6	1	.	.	-4
O=C(CSCc1ccccc1F)NCc1ccc(F)cc1	-7	0.18	-6	1252	-8	0.2	-0.6	5	15	-15	4
COc1ccc(Cl)cc1C(=O)Nc1ccc(Br)c(C)n1	2	0.003	5	1413	-3	2.7	0.5	4	-5	4	-15
Fc1ccccc1Cn1nnc(-c2ccc3c(c2)OCO3)n1	3	0.48	8	1564	0	1.2	0.1	-2	44	.	-7
CC(=O)N1CCc2cc(S(=O)(=O)NCCC(=O)Nc3ccc4c(c3)OCCO4)ccc21	2	.	5	1661	-3	-0.5	-2.9	-8	11	-20	6
COC(=O)Nc1sc2c(c1C(=O)NC1CC1)CCCCCC2	9	.	12	1479	-6	0.6	-0.2	2	3	.	8

Some entries already given, reduced to bIAP inh.
| smiles | bIAP inh |
| --- | --- |
| CCOC(=O)N1CCN(C(=O)c2ccc3c(=O)n(-c4ccccc4F)c(=S)[nH]c3c2)CC1 | 14 |
| CCOC(=O)c1c(NC(=O)CN2CCN(c3ccc(Cl)cc3)CC2)sc(C)c1C | 7 |

The list continues.
SMILES	PPARg SRC3 recr	ROMK primary	PPARg SRC-2 ag	TR-FRET SRC-2 ct	HMGR II inh	RAM inhibit	Redox H2O2 prof	L major viab	bIAP inh	S1P3 antag	PPARg SRC1 recr
c1ccc(-n2nnnc2NCCc2c[nH]c3ccccc23)cc1	-7	.	8	1552	-6	1.1	2.7	4	19	9	5
NC(=O)COC(=O)Cc1coc2cc3c(cc12)CCC3	1	-0.4	9	1654	9	0.8	-0.2	-3	0	2	-2
CS(=O)(=O)N1CCN(c2ccccc2NC(=O)c2cccc3ccccc23)CC1	6	-0.99	1	1578	1	0.7	1.2	5	-3	.	-5
CC1CCCCC1NC(=O)COn1nnc2ccc(Cl)cc21 (stereo not drawn)	-4	-0.66	-3	1349	0	1.1	0.2	2	8	.	-2
